NPY1 pot ag: potentiates or activates human NPY-Y1 receptor; 0.37% of 220,000 active; NPY-Y1 expressing cells, potentiator/agonist activation; activation, % at 3.6 µM; P25929; in the data active means activation above about 33%, passing the limit was not always enough;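 further: cells stimulated with NPY at EC10 then isoproterenol at EC100; 0% = low agonist plus stimulus and 100% = saturating agonist plus stimulus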
BaF3 tox: counter-screen for JAK2V617F inhibitors: parental Ba/F3 viability inhibitors; 1.1% of 220,000 active; CellTiter-Glo ATP luminescence; inhibition, % at 5.6 µM;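 active means inhibition above a per-campaign cutoff, the mean inhibition of all tested compounds plus 3 SD, cut at about 27% in these data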;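 further: 0% = DMSO wells and 100% = JAK Inhibitor I control wells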
NPY-Y1 antag: NPY-Y1 (human) receptor antagonism. 1% of 200,000 active. HEK293-CNG Y1 cells, membrane potential fluorescence; NPY at EC95, then isoproterenol. P25929. inhibition, % at 3.6 µM;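 active means inhibition above the campaign mean inhibition of all tested compounds plus 3 SD, cut at about 20% in these data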;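 further: 0% = DMSO wells given NPY plus isoproterenol and 100% = isoproterenol alone without NPY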
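Material: Y1- and CNG-channel-expressing HEK293 cells / Probe or stimulus: NPY 25 nM then isoproterenol 1 µM plus Ro 20-1724 25 µM / Doses: 3.6 µM single dose, DMSO 0.4% / Schedule: compound incubation 1 h at room temperature, readout 45 min post-stimulation / Signal: membrane potential fluorescence / Benchmarks: isoproterenol-only wells as full block versus NPY-plus-isoproterenol wells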
RBBP9 inh: human RBBP9 hydrolase inhibition. 0.2% of 220,000 active. AID 1515. recombinant RBBP9, FP-Rh probe fluorescence polarization. inhibition, % at 7.94 µM. O75884;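 active means inhibition above the campaign mean of all tested compounds plus 3 SD, cut at about 14% in these data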;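 further: plate controls were DMSO wells with RBBP9 for no effect and wells lacking RBBP9 protein for full effect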
Target sequence (O75884 whole entry, looked up): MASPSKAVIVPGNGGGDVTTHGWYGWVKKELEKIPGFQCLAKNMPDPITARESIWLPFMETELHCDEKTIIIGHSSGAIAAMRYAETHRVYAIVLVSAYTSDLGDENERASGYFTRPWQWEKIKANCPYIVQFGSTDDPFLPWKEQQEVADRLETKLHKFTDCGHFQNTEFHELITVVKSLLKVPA
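Test system: recombinant human RBBP9; Timing: 30 min then 45 min, 25 °C; Detection: fluorescence polarization; Control set: RBBP9 with DMSO as uninhibited control, no-protein wells as full inhibition; Compound dosing: one concentration, 7.94 µM nominal, 0.794% DMSO; Probe or stimulus: FP-Rh activity-based probe, 375 nM before mixing.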
NPY-Y2 PAM-ag: human NPY-Y2 potentiation or agonism, primary screen | activation, % at 3.6 µM | 0.45% of 220,000 active | cells expressing NPY-Y2, potentiator/agonist read-out | AID 1359; in the data active means activation above about 27%;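 further: cells stimulated with NPY near EC25 plus isoproterenol at EC100; 0% = vehicle plus submaximal agonist and 100% = vehicle plus saturating agonist; some results beyond the cut were filed as inactive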
Runt-CBFb FRET: Runt domain-CBFb interaction inhibition | inhibition, % at 20 µM | Q01196+Q13951 | Cerulean-Runt/Venus-CBFb FRET ratio 530/480, 1 h | 0.46% of 220,000 active;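 active means inhibition over about 50% at 20 µM in the single-dose screen, limit read from the data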;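 further: 0% = DMSO wells and 100% = excess unlabeled CBFb competitor control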
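System: Cerulean-labeled Runt domain protein | Quantity: 100 nM of each labeled protein | Schedule: 1 h compound exposure, room temperature | Detection: Fluorescence energy transfer, 422 nm excitation, 530/480 nm emission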
S1P4 ag: human S1P4 receptor agonism; S1P4-expressing cell line, agonist reporter assay; AID 1509; 0.35% of 220,000 active; activation, % at 4.98 µM; O95977; in the data active means activation above about 11%;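 further: 0% = DMSO vehicle and 100% = reference agonist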
Target sequence (O95977 whole entry, looked up): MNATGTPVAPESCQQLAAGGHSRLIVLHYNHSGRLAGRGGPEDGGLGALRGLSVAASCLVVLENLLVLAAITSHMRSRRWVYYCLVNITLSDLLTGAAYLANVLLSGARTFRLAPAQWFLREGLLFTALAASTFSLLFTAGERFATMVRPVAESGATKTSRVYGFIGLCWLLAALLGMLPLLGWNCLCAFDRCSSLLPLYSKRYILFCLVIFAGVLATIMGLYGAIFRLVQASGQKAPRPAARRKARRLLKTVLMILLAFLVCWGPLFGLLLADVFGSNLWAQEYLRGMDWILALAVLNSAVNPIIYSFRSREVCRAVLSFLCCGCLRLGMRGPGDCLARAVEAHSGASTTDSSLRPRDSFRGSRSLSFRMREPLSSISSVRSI
Ba/F3 V617F tox: loss of viability in JAK2V617F-driven Ba/F3 cells; Ba/F3 EpoR-JAK2V617F viability, ATP luminescence; inhibition, % at 5.6 µM; 1.1% of 220,000 active;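 active means inhibition above the campaign mean plus 3 SD over all tested compounds, cut at about 24% in these data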;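 further: cytokine-independent growth of Ba/F3 cells driven by EpoR plus mutant JAK2; 0% = DMSO-treated cells and 100% = JAK inhibitor I control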
S1P4 antag: blocks the human S1P4 receptor; 0.26% of 220,000 active; O95977; AID 1510; S1P4-expressing cells, antagonist mode, reporter read-out; inhibition, % at 4.98 µM; in the data active means inhibition above about 29%;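 further: 0% = wells stimulated with agonist and 100% = vehicle wells without agonist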
The depositor's hits bear a star; · = not tested or not shown.

SMILES | NPY1 pot ag | BaF3 tox | NPY-Y1 antag | RBBP9 inh | NPY-Y2 PAM-ag | Runt-CBFb FRET | S1P4 ag | Ba/F3 V617F tox | S1P4 antag
CC(C)Cc1cc(CN2CCC(CO)(Cc3ccccc3)CC2)[nH]n1 | -10 | 1 | · | -12 | -40 | 0 | -2.5 | 5 | 14
Cc1ccc(NC(=O)Nc2ccc3oc(C)nc3c2)cc1 | -14 | -2 | -2 | -2 | 8 | 0 | 0.1 | -5 | -3
Cc1nc2sc(C(c3cccs3)N3CCOCC3)c(O)n2n1 (configuration not stated) | 1 | 2 | -2 | 8 | -4 | -1 | 2.0 | -3 | 0
CCC(C)c1c(O)nc(SCc2ccccc2)[nH]c1=O (configuration not stated) | -32 | 3 | 13 | -8 | -22 | 3 | 0.7 | 1 | -11
CCCCCNC(=O)Cc1cc(=O)[nH]c(=O)[nH]1 | 5 | 8 | 5 | 0 | -7 | 2 | -0.7 | 1 | -32
CCc1nnc(NC(=O)CCc2ccc(C)o2)s1 | 5 | 3 | 0 | -5 | 2 | 2 | -0.6 | -2 | -8
Cc1cc(C(=O)NCc2ccccc2Cl)n(-c2ccccc2)n1 | 2 | 4 | · | -5 | -9 | -2 | 1.8 | -2 | -4
COCc1cc(=O)[nH]c(SC)n1 | 0 | 1 | · | -6 | 12 | 0 | 2.0 | 0 | 5
Cc1cc(-c2ccccc2)nc(SCC(=O)N2CCCC2)n1 | 5 | 0 | -2 | 4 | 6 | -1 | 1.6 | 0 | 16
CCc1ccccc1NC(=O)CN(C)C(=O)CSc1nc2cc(Cl)ccc2s1 | 16 | 4 | 7 | -4 | -3 | -4 | 3.1 | 0 | 0
N#Cc1c(NC(=O)c2nc3ncccn3n2)sc2c1CCCCC2 | -9 | 1 | -2 | -5 | 0 | 1 | 3.0 | -4 | 0
O=C(Nc1ccc(S(=O)(=O)N2CCCCCC2)cc1)C1CCCO1 (configuration not stated) | -7 | -3 | -4 | -4 | 8 | -1 | -2.2 | -4 | -22
COC(=O)C(NS(=O)(=O)c1ccc(F)cc1)c1ccccc1 (configuration not stated) | 4 | 7 | -1 | 4 | 7 | 0 | 0.3 | 1 | -8
C#CCOCCOCCOCCNc1nc(N2CCN(C(=O)[C@H](CCCCN)n3cc([C@@H](N)CC(C)C)nn3)CC2)nc(N2CCN(C(=O)[C@H](CCCCN)n3cc([C@@H](N)CC(C)C)nn3)CC2)n1 | 12 | -1 | -1 | 3 | 11 | 0 | 0.1 | 0 | -24
c1cc2c(cc1-c1cnc3n1CCC3)OCCO2 | -5 | 11 | 0 | 1 | -27 | -1 | -0.2 | 4 | 18
COCCN1C(=O)c2cc(C(=O)Nc3cccc(F)c3)ccc2C1Nc1cccc(F)c1 (configuration not stated) | -38 | 6 | 2 | -10 | -1 | -1 | 2.8 | -1 | 1
CCOC(=O)c1cnc(SCC(=O)N2CCc3ccccc32)nc1N | -19 | 6 | 4 | -6 | -16 | 3 | -2.1 | -3 | -7
CCc1ccc(C(=O)Nc2ccc(OC)c(S(=O)(=O)N3CCOCC3)c2)cc1 | -5 | 2 | 0 | -6 | 3 | -7 | -0.4 | 2 | 1
COCCn1c(C)cc(C(=O)COc2cccnc2[N+](=O)[O-])c1C | -4 | 4 | 5 | 2 | -14 | 1 | 0.8 | -2 | 4
CCC(O)(CC)C(=O)NN(C(=O)CCl)c1ccccc1 | 9 | 9 | 2 | -7 | 6 | 0 | 0.9 | 2 | -17
COc1cc2c(cc1OC)CN(C(=O)Cc1ccc(OC)c(S(=O)(=O)N3CCOCC3)c1)CC2 | 13 | 3 | 4 | -4 | 5 | 1 | 0.2 | -5 | 6
C#CCOCCOCCOCCNc1nc(N2CCOCC2)nc(N2CCN(C(=O)Cn3cc(CCCN=C(N)N)nn3)CC2)n1 | -3 | 7 | -1 | -2 | 2 | 1 | -0.8 | 2 | -9
CSCCC(NC(=O)c1ccccc1Br)C(=O)NCC1CCCCC1 (configuration not stated) | 1 | 6 | 9 | -1 | 1 | 0 | 3.5 | -2 | -21
Cc1cccc(/C(N)=N/OC(=O)c2ccco2)c1 | -10 | 2 | 1 | -8 | -9 | 5 | 1.5 | -2 | 7
COc1ccccc1NC(=O)c1ccc(NC(=O)CSc2ncn[nH]2)cc1 | 5 | 2 | 6 | -2 | -1 | -2 | 0.6 | 0 | 7
SMILES | NPY1 pot ag | BaF3 tox | NPY-Y1 antag | RBBP9 inh | NPY-Y2 PAM-ag | Runt-CBFb FRET | S1P4 ag | Ba/F3 V617F tox | S1P4 antag
Cc1ccc(C)c(OCCOCCN2CC(C)OC(C)C2)c1C (configuration not stated) | -21 | 5 | 5 | -2 | -1 | -1 | -3.3 | -1 | -15
COc1ccc(OC2C(=O)N(c3ccc(F)cc3)C2c2ccc(OC)c(OC)c2)cc1 (configuration not stated) | -4 | 1 | 19 | -2 | -15 | -1 | 0.2 | -3 | 5
CCOC(=O)c1c(OCC)[nH]c2ccc(O)cc12 | 7 | 4 | -1 | 0 | -2 | 1 | -0.8 | 0 | -9
CC(=O)/C(=N\Nc1ccccc1)Sc1nncn1C | -8 | 3 | 8 | -8 | -4 | 20 | 0.4 | 2 | -16
CCN(CC)CC(=O)N1c2ccccc2CCc2ccc(NC(=O)c3cc(OC)c(OC)c(OC)c3)cc21 | -27 | -2 | · | -5 | -25 | -1 | 0.7 | 2 | -9
O=C(COC(=O)c1ccc[nH]c1=O)c1ccc(Cl)s1 | 5 | -5 | -2 | -6 | -1 | 0 | 3.5 | -2 | -10
CCN(CC)CCCNC(=O)C(C)Sc1nc(-c2ccccc2)cc(C(F)(F)F)n1 (configuration not stated) | 14 | -7 | · | -4 | -18 | 1 | 1.7 | 0 | -12
Cc1[nH]c(=O)[nH]c(=O)c1/C=N/NC(=O)[C@@H](N)CC(C)C | -11 | 0 | · | -4 | -8 | 0 | -0.2 | 3 | -2
Cc1ccccc1-n1c(=O)cc(NCc2ccc3c(c2)OCO3)[nH]c1=O | -9 | -1 | -2 | -6 | -3 | 0 | -0.9 | 1 | -4
Cc1cc(C)n(Cc2cnc(N3CCOCC3)s2)n1 | -2 | 1 | 1 | -8 | 5 | 1 | -0.2 | 0 | -15
O=C(COc1ccc(Cl)cc1Cl)N/N=C/CCc1ccccc1 | 11 | -6 | 1 | 1 | -26 | -3 | 0.8 | 0 | -3
COc1ccc(Oc2ccc(/C=C/C(=O)c3cccc(OC)c3)cc2[N+](=O)[O-])cc1 | -5 | 3 | 4 | -4 | 11 | 1 | 1.5 | 0 | -2
COc1ccc(C(=O)NC(=S)N(CCC(C)C)c2c(N)n(Cc3ccccc3)c(=O)[nH]c2=O)cc1 | 7 | 6 | 3 | 6 | 7 | 2 | 3.1 | 1 | -10
O=C(NCc1ccccc1Cl)C1CCN(S(=O)(=O)N2CCC3(CC2)OCCO3)CC1 | -4 | 2 | 3 | -5 | 2 | -2 | -0.7 | 0 | 1
Nc1ncnc(Nc2ccccc2Cl)n1 | -7 | -1 | · | -1 | -4 | 0 | 1.2 | -2 | -3
COc1ccc(NC(=S)N(Cc2ccc(C)cc2)Cc2ccccn2)cc1 | -1 | 10 | 2 | 0 | -1 | -2 | 6.7 | 6 | 4
COc1ccc(C(CCNCc2ccc(N(C)C)cc2)C(C)C)cc1 (configuration not stated) | 6 | 0 | · | -10 | -3 | -2 | -0.9 | 1 | 3
O=C(CN1CCN(Cc2ccccc2Cl)CC1)N/N=C/C=C/c1ccccc1[N+](=O)[O-] | -18 | 5 | -2 | -1 | 6 | -6 | 4.3 | -3 | -12
O=C(NC(=S)NCCO)c1sc2ccccc2c1Cl | -20 | 8 | 0 | -2 | -20 | 3 | -0.7 | 4 | 10
CCN(CC)S(=O)(=O)c1ccc(C(=O)NCC(c2ccc(OC)cc2)N2CCOCC2)cc1 (configuration not stated) | 1 | -3 | 8 | -4 | 6 | 1 | 0.9 | -2 | 2
CCCNC(=O)[C@H](C)NC(=O)c1ccc(Br)cc1 | -1 | 8 | 0 | -5 | -3 | 0 | 0.0 | -1 | -10
CC(NC(=O)c1ccc(N(C)C)cc1)C1CC2CCC1C2 (configuration not stated) | 4 | 0 | -3 | -3 | 4 | 12 | 1.4 | -2 | 34*
CC(C)C[C@H](NC(=O)N1CCN(c2ccccc2)CC1)C(=O)O | -15 | 3 | 7 | -11 | -10 | -1 | 0.6 | -3 | -1
Cc1ccc(-n2cc(CN(C)Cc3nccn3C)c(-c3cccc(C)c3)n2)cc1 | -5 | 7 | 11 | -8 | 0 | 0 | 0.9 | -2 | -21
CC(=O)c1ccc(NC2OC(CO)C(O)C(O)C2O)cc1 (configuration not stated) | -10 | 2 | -2 | -3 | -17 | -2 | 1.6 | 1 | 5

Source: PubChem (several laboratories)
